High-throughput results as filed in PubChem.
12-LOX inh: blocks human arachidonate 12S-lipoxygenase | P18054 | purified 12hLO, xylenol orange hydroperoxide absorbance | Potency, µM (doses to about 108 µM), for inactives: at the top dose activity change, negative = inhibition, hits mostly inhibitors | 1.1% of 580,000 active; further: potency means the concentration at half of the fitted maximal effect; on the % scale 0 is the no-effect control and ±100 the full control effect
Target sequence (P18054 whole entry, looked up): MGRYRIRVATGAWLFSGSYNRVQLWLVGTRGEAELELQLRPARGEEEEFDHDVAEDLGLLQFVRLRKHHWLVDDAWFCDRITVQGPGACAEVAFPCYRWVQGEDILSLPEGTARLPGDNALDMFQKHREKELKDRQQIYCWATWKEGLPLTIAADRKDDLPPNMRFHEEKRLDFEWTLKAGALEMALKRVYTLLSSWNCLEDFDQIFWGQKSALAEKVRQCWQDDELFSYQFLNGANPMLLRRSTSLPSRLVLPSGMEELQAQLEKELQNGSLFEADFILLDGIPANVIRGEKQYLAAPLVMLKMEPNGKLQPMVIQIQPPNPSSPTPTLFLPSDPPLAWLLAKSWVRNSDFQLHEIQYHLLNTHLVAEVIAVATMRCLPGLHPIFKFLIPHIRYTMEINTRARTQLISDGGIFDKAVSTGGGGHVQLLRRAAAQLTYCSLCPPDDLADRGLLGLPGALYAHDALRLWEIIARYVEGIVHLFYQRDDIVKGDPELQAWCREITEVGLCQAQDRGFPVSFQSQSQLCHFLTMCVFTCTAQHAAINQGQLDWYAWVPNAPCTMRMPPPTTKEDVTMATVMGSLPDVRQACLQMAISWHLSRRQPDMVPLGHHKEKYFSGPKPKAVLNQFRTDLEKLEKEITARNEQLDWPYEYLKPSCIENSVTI
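Purified human 12hLO at 150 nM in 25 mM Hepes, 0.01% Triton X-100, pH 7.0, preincubated 15 min at room temperature with compound. Reaction started with 40 uM arachidonic acid, 30 min at room temperature. Hydroperoxide measured by Fe-xylenol orange, 573/405 nm absorbance ratio.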
ERG-DNA inh: blocks human ERG Ets domain binding to DNA. P11308. fluorescence polarization, His-ERG Ets domain / labelled DNA. Potency, µM (top dose mostly 76.9 µM), without a hit: at the top dose FP activity, negative = inhibition, actives largely listed as inhibitors. 0.028% of 370,000 active; active means well fitted inhibition curve with a large enough effect in the polarisation, with a control signal flat; inconclusive means small, poorly fitted or top-dose-only effect, or effect the other way, or a change in a side signal; inactive means no such curve, though single readings can be large or run the other way; the % refers to the polarisation;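 further: polarization taken with two DNA probes labelled with fluorescein and Texas red; potency means the concentration at half of the fitted maximal effect; % of control where 0% means no effect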
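His-tagged ERG Ets domain (1 uM in the protein solution; 300mM KCl, 50mM Tris-HCl, 1mM EDTA, 1mM DTT, pH 7.5) received compound, then a probe mix of 5 nM fluorescein-DNA and 100nM Texas-615-DNA. Fluorescence polarization was read for both dyes.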
APE1 inh: APE1 (human) endonuclease inhibition; recombinant APE1, TAMRA/BHQ-2 abasic DNA cleavage fluorescence; Potency, µM (highest dose often 65.8 µM), for the others: at the top dose activity change, negative = inhibition, actives largely listed as inhibitors; 0.35% of 350,000 active; AID 2517;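 further: potency means the concentration at half of the fitted maximal effect; plate controls were vehicle for no effect and reference inhibitor for full effect; nearly all actives have a fitted effect of over 55% in size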
Target sequence (P27695 whole entry, looked up): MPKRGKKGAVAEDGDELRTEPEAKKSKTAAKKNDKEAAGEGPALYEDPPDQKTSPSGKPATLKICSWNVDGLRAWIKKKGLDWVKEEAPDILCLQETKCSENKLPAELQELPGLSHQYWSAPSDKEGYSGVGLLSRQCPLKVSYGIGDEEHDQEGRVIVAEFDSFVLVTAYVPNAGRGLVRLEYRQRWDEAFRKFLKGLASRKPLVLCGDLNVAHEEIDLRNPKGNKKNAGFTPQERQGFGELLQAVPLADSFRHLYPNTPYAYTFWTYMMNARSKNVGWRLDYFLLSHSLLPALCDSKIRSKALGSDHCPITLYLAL
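Enzyme (0.75 nM final) and test compound are incubated 15 min at room temperature before adding 50 nM quenched THF abasic-site duplex. Cleavage dequenches TAMRA, followed at 525/598 nm over three reads one minute apart.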
POLK inh: DNA polymerase kappa (human) inhibition; AID 588579; Potency, µM (series often up to 107 µM), for the others: at the top dose activity, negative = inhibition, actives largely listed as inhibitors; Q9UBT6; purified Pol kappa, fluorescent DNA synthesis assay, 10 min; 0.53% of 400,000 active; further: potency means the concentration at half of the fitted maximal effect; on the % scale 0 is the no-effect control and ±100 the full control effect
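Kinetic fluorescence screen: compound preincubated 15 min RT with 10 nM enzyme; 50 nM substrate (final) initiates; reads at 0/10 min.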
TRHR ag: agonists of human TRH receptor; P34981; TRHR cells, calcium flux fluo-8, FDSS agonist mode; activation, % at 2 µM; 0.18% of 360,000 active; AID 493084; in the data active means activation above about 30%; further: 0% is about no effect
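Fluo-8-loaded TRHR cells; 10 s baseline, compound added, kinetic Ca2+ fluorescence read 1/s, agonist mode.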
BLM helicase inh: Bloom syndrome helicase (human) inhibition; recombinant BLM DNA unwinding, fluorescence dequenching; Potency, µM (series often up to 56.1 µM), without a hit: top-dose activity change, negative = inhibition, usual class: inhibitors; 0.2% of 350,000 active; AID 2528;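 further: potency means the concentration at half of the fitted maximal effect; plate controls were vehicle for no effect and no enzyme for full effect; nearly all actives have a fitted effect of over 35% in size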
Pol iota inh: inhibitors of human DNA polymerase iota | Q9UNA4 | Pol iota fluorescent replication assay, 10 min | Potency, µM (series often up to 115 µM), without a hit: top-dose activity, negative = inhibition, hits mostly inhibitors | 1% of 390,000 active | AID 588590; further: potency means the concentration at half of the fitted maximal effect
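Fluorescent replication assay read twice, at 0 min and 10 min after adding 50 nM (final) substrate. Enzyme (10 nM) and compounds were first incubated 15 min at room temperature; enzyme-free buffer wells were negative controls.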
Apoferritin bind: candidate novel general anesthetic via apoferritin binding | 0.074% of 350,000 active | AID 485281 | apoferritin/1-aminoanthracene competitive binding, fluorescence | Potency, µM (highest dose often 77.5 µM), without a hit: at the highest dose activity change, negative = displacement, actives largely listed as inhibitors | P02791; further: potency means the concentration at half of the fitted maximal effect; on the % scale 0 is the no-effect control and ±100 the full control effect; nearly all actives have a fitted effect of over 20% in size
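Apoferritin-based anesthetic binding model; compound displacement of fluorescent 1-AMA measured as endpoint fluorescence after 10 minutes at room temperature, scaled to free-ligand and complex controls.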
Pol beta inh: DNA polymerase beta (human) inhibition; Pol beta primer extension/strand displacement, fluorescence kinetic; 1.3% of 340,000 active; P06746; Potency, µM (titrated, usually from 114 µM), without a hit: top-dose activity change, negative = inhibition, most hits filed as inhibitors; AID 485314; further: potency means the concentration at half of the fitted maximal effect; on the % scale 0 is the no-effect control and ±100 the full control effect
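Pol beta (10 nM) was preincubated with compound for 15 min at room temperature. The reaction was then started with 50 nM substrate and read immediately and after a further 10 min at room temperature.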
* marks the source's active call; other numbers are inactive results; ? = inconclusive; . = no result given; & = joins results of further samples; [ ] = another dose, or the depositor's remark. Unless noted, the call rests on the fitted dose curve; in most records, active means well fitted curve in the direction sought with a large enough effect; inconclusive means small, poorly fitted or top-dose-only effect, or another doubt; inactive means no such curve, though single readings can be large; an effect the other way counts as inactive or inconclusive. The list is partial; the hit share may differ from the screen's.

APE1 inh	Pol iota inh	ERG-DNA inh	TRHR ag	12-LOX inh	Apoferritin bind	Pol beta inh	BLM helicase inh	POLK inh	Compound
38%	89%[activator]	-2%	0.2	20%	-6%	12%	1%	-3%	O=C(O)CCC(=O)N1N=C(c2cccs2)CC1c1cccc([N+](=O)[O-])c1 (stereo not drawn)
-4%	?	14%	3.8	40µM*	2%	45µM*	-27%	-18%	Cc1cc(/C=C2\SC(=S)NC2=O)c(C)n1-c1cccc(O)c1
-10%	-11%	7%	1.1	38%[activator]	4%	-3%	-3%	-1%	Cc1ccc(-c2cc(C(=O)OCC(=O)Nc3cc(C)on3)c3ccccc3n2)c(C)c1
-4%	30%[activator]	-3%	0.3	?	-10%	0%[57.1 µM]	-5%	-7%	COc1cc(CNCc2ccc(SC)cc2)cc(OC)c1
0%	32%[activator]	-14%	-0.2	-6%	5%	5%	-4%	1%	O=C(CCl)Nc1cccc(CP(=O)(c2ccccc2)c2ccccc2)c1
-8%	134%[activator]	-1%	-1.0	-2%	-14%	-5%	19%	-1%	CCN(CC)CCN(Cc1cc2cc3c(cc2[nH]c1=O)OCO3)C(=S)NCc1ccco1
-9%	10%	-6%	0.2	0%	-4%	2%	-15%	2%	COc1cc2[nH]c(=O)n(CCCCCC(=O)N3CC=C(c4ccccc4)CC3)c(=O)c2cc1OC
.	-2%	-2%	0.1	0%	?	3%	-9%	12%	Cc1ccc2c(c1)-c1ncc(C(=O)c3ccccc3O)cc1CO2
-18%	?	7%	-0.5	?	.	.	.	-6%	COc1ccccc1NC(=O)Nc1nc(CC(=O)N2CCN(c3ccccc3)CC2)cs1
1%	10%	-2%	0.0	?	-10%	0%	-3%	2%	COc1ccc(-c2cc(C(=O)NC(C(=O)O)C(C)C)c(C)o2)cc1OC (stereo not drawn)
48%[activator]	23%	-2%	1.9	-5%	-4%	14%	1%	14%	COc1cccc(-c2cc(C(=O)N3CCc4ccccc4C3)[nH]n2)c1
29%	33%[activator]	-3%	0.3	109%[activator]	-3%	11%	-8%	-3%	O=C(C1CCCO1)N1CCN(C(=S)Nc2cc(F)cc(F)c2)CC1 (stereo not drawn)
.	-5%	3%	0.7	-1%	1%	44%	-10%	-10%	Cc1cccc(S(=O)(=O)c2cn(Cc3ccccc3)c3cc(N4CCCC(C)C4)c(F)cc3c2=O)c1 (stereo not drawn)
-3%	22%	4%	0.3	-18%	-7%	0%	1%	-9%	Cc1cc(NC(=O)CSc2nnc(CNc3cccc(C(F)(F)F)c3)n2Cc2ccco2)no1
5%&-8%&-4%	?	-12%	0.4	-8%	2%&6%	-4%	-2%&-2%&5%	?	O=C1CN(/N=C/c2ccc([N+](=O)[O-])o2)C(=O)N1

Pulled one by one from above, 3 records:
APE1 inh	Pol iota inh	ERG-DNA inh	TRHR ag	12-LOX inh	Apoferritin bind	Pol beta inh	BLM helicase inh	POLK inh	Compound
-3%	22%	4%	0.3	-18%	-7%	0%	1%	-9%	Cc1cc(NC(=O)CSc2nnc(CNc3cccc(C(F)(F)F)c3)n2Cc2ccco2)no1
-10%	-11%	7%	1.1	38%[activator]	4%	-3%	-3%	-1%	Cc1ccc(-c2cc(C(=O)OCC(=O)Nc3cc(C)on3)c3ccccc3n2)c(C)c1
.	-5%	3%	0.7	-1%	1%	44%	-10%	-10%	Cc1cccc(S(=O)(=O)c2cn(Cc3ccccc3)c3cc(N4CCCC(C)C4)c(F)cc3c2=O)c1 (stereo not drawn)

The list goes on:
APE1 inh	Pol iota inh	ERG-DNA inh	TRHR ag	12-LOX inh	Apoferritin bind	Pol beta inh	BLM helicase inh	POLK inh	Compound
2%	?	-2%	.	229%[activator]	-22%	0%	-5%	-11%	COc1cccc(C(=O)Oc2cc(N)n(S(=O)(=O)c3ccc(C)cc3)n2)c1OC
.	-2%	13%	.	1%	.	.	.	-9%	CC1CC2CCCC(O)=C2C(=O)O1 (stereo not drawn)
.	37%[activator]	-1%	-1.4	-6%	-12%	2%	-3%	-15%	Cc1ccccc1Cn1c(=O)n(CCc2ccccc2)c(=O)c2sc3ccccc3c21
10%	44%[activator]	-16%	-1.7	-10%	-7%	9%	-2%	-5%	COc1ccc(CC(=O)Nc2ccccc2N2CCCC2)cc1
2%	-13%	2%	1.4	22%	-3%	2%	-5%	2%	CC(=O)Nc1ccc(NC(=O)CSc2ccc3nnc(-c4ccccn4)n3n2)cc1
-1%	31%[activator]	9%	-0.5	?	.	.	.	22%	C[C@@H]1CC[C@@]23COC(=O)C2=CCC[C@@H]3[C@@]1(C)CC/C(=C/CO)CO
3%	296%[activator]	6%	0.4	-18%	0%	101%	-7%	-7%	c1ccc2[nH]c(SCc3cn4cccnc4n3)nc2c1
.	15%	-1%	0.6	3%	-16%	11%	3%	1%	CCOC(=O)c1ccc(NC(=O)C2CCCN(c3ncnc4onc(C)c34)C2)cc1 (stereo not drawn)
-11%	68%[activator]	?	-0.5	44%[activator]	-7%	21%	-2%	-1%	O=C(Nc1cccnc1)OC1CCCCC1
9%	-11%	.	-0.4	-21%	.	.	.	-8%	Cc1ccc(NC(=O)CN(C)C(=O)CSc2nc(C)cc(C)n2)cc1
-2%	20%	-2%	7.4	?	-7%	?	-4%	3%	CCCCSc1[nH]c(=O)c(C(=O)OCC)cc1C#N
3%	-18%	-9%	0.3	-30%	0%	-12%	2%	-8%	COc1ccc(OC)c(CN2CCN(CCCc3ccccc3)C(CCO)C2)c1 (stereo not drawn)
1%	2%	6%	-0.8	1%	-13%	7%	-1%	4%	c1ccc2c(c1)CCCn1nnnc1-2
22%	5%	14%	1.3	-3%	-10%	-42%	0%	2%	Cc1ccc(NC(=O)CCCCCN2C(=O)[C@@H]3Cc4ccccc4CN3C2=O)cc1
-4%	32%[activator]	.	0.2	-12%	5%	-11%	-3%	0%	CC1CCN(C(=O)c2ccc(S(=O)(=O)Cc3ccccc3F)c([N+](=O)[O-])c2)CC1
-5%	159%[activator]	1%	0.7	-28%	-10%	-5%	-8%	-10%	COc1ccc2cc(C(=O)Nc3ccc(Cl)cc3)sc(=O)c2c1OC
5%	3%	-12%	.	-7%	-2%	4%	-8%	-6%	CCN(CC)C(=O)CSC1c2ccccc2C(=O)N1c1ccccc1 (stereo not drawn)
3%	10%	3%	-0.5	1%	.	.	.	1%	CCOc1ccc(C(=O)CCC(=O)NCC(=O)Nc2c(C)cccc2C)cc1
-7%	112%[activator]	4%	-1.6	-14%	?	4%	-4%	-13%	CC(C)NC(=O)NC(=O)COC(=O)/C=C/c1ccccc1[N+](=O)[O-]
0%	22%	2%	-0.3	0%	-5%	4%	-1%	18%	COC(=O)c1sc(SC)c(S(=O)(=O)C(C)C)c1N
3%	12%	-1%	0.2	3%	-7%	0%	2%	-10%	CCCCOc1ccc(C(=O)Nn2c(-c3cccs3)nc3ccccc3c2=O)cc1
-2%	21%	4%	1.0	-22%	-7%	4%	-1%	-19%	COc1ccc(CC(=O)N/N=C(\C)c2cccs2)cc1
2%	-6%	-17%	0.4	15%	0%	?	-14%	-6%	CC(=O)c1ccc(N2CCN(C(=O)c3ccc4nc[nH]c4c3)CC2)cc1
29%	89µM*	-7%	0.5	0%	-4%	10%	1%	-29%	O=C(COc1ccccc1)Nc1ccc(C(=O)N2CCCC2)cc1
3%	13%	-16%	-0.1	-7%	-11%	19%	-5%	-4%[60.1 µM]	COc1ccc(Cc2nc(-c3cccs3)no2)cc1
11%	13%	27%	-0.1	-3%	?	33%	-2%	5%	O=C1COc2ccc(C(=O)COC(=O)Cc3ccsc3)cc2N1
3%	14%	-6%	-0.6	-1%	-13%	0%	-3%	-2%	CN(Cc1ncc[nH]1)C(=O)CC1C(=O)NCCN1Cc1c(F)cccc1Cl (stereo not drawn)
-9%	3%	-2%	0.0	0%	-5%	38%	1%	-4%	O=C(NC1CCN(C(=O)Nc2cccc(F)c2)CC1)C1CCCCC1
1%	?	-3%	-0.1	-22%	-1%	-10%	1%	-11%	Cc1ccc(S(=O)(=O)N2CCN(C(=O)COc3ccc(-c4nnco4)cc3)CC2)cc1
1%	-14%	-6%	0.3	-14%	-1%	-8%	2%	-4%	CCO[C@@H]1OC(C(=O)N2CCN(C)CC2)=C[C@H](c2csc3ccccc23)[C@H]1CCCO
?	.	.	.	.	-8%	.	0%	27µM*	O=c1cc(-c2ccc(O)cc2)oc2c(-c3cc(-c4cc(=O)c5c(O)cc(O)cc5o4)ccc3O)c(O)ccc12
5%	45%[activator]	-13%	-0.6	0%	-22%	7%	-6%	4%	CCC1CCCCN1S(=O)(=O)c1ccc(C(=O)Nc2nnc(C3CC3)o2)cc1 (stereo not drawn)
2%	?	1%	-0.4	-14%	-11%	17%	-7%	-94%	O=C(N/N=C/c1cccc([N+](=O)[O-])c1)C1CC(=O)N(c2ccc(F)cc2)C1 (stereo not drawn)
.	17%	3%	0.1	-4%	35%[activator]	4%	-4%	0%	COc1cccc(CNC(=O)c2sc3nc4n(c(=O)c3c2C)CCC4)c1
-1%	3%[58.9 µM]	0%	-0.2	6%	-7%	23%	-4%	-4%	O=C(NC1=NCCS1)c1ccc(Br)s1
9%	8%	-7%	-0.6	20%	-14%	3%	-1%	4%	Cc1ccc(NC(=O)c2cc(S(=O)(=O)N3CCCC3)cn2C)cc1
4%	13%	-7%	0.0	56%[activator]	-3%	8%	1%	5%	O=C(c1nc2ccccc2s1)N1CCSCC1
